SMN2 splice enh – increases expression of the SMN2 splice variant; HEK293 SMN2-luciferase splicing reporter, luminescence, 30-36 h; Potency, µM (series often up to 46.1 µM), without a hit: at the highest dose activity change, positive = activation, most hits filed as activators; 210,000 compounds, 2.8% hits; AID 1458; note: % of control where 0% means no effect; nearly all actives have a fitted effect of over 55% in size
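HEK293 cells carry an SMN2 […]–luciferase reporter in which exon 7 inclusion puts luciferase in frame. Cells were plated 10-12 h before compound addition, then incubated 30-36 h at 37C. ONE-Glo luminescence was read; sodium butyrate at 4.5 mM final served as control.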
Epigenetic derep – derepresses silenced GFP reporter in murine cells. murine LDR cells, GFP reporter derepression, 30 h. 280,000 compounds, 0.2% hits. AID 1865. Potency, µM (titrated, usually from 53.9 µM), inactives show at the top dose GFP activation, usual class: activators; note: % of control where 0% means no effect; nearly all actives have a fitted effect of over 60% in size
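Readout is the number of GFP-expressing murine LDR cells, counted by cytometry following washing. Cells were treated with compound for 30 h at 37 C; the stably integrated CMV-GFP locus is normally silent.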
Starred values were filed as active, the others as inactive; ? = inconclusive; [ ] = dose if it differs, or a comment. Calls come from the whole dose curve; as a rule, active = well fitted curve in the direction sought with a large enough effect; inconclusive = small, poorly fitted or top-dose-only effect, or another doubt; inactive = no such curve, though single readings can be large; an effect the other way counts as inactive or inconclusive. Potency is the fitted concentration of half-maximal effect.

SMILES	SMN2 splice enh	Epigenetic derep
COc1ccc(-c2[nH]c(-c3cccc(OC)c3)nc2SCC(=O)Nc2ccc3c(c2)OCO3)cc1	1%	1.8%
Cc1ccccc1OC(=O)c1nc(SCc2ccccc2F)ncc1Cl	8%	7.9%
Cc1ccc(C)c(-n2c3nc(=O)[nH]c(=O)c-3cc3c(C)nn(-c4ccccc4)c32)c1	-5%	-2.6%
Cc1ccc(OCCn2nnc3sc4c(c3c2=O)CCC(C)C4)cc1 (stereo not drawn)	7%	1.2%
Cc1cc(N2CCC(C)CC2)nc2ccc(NC(=O)Cc3ccccc3Br)cc12	-6%	?
COc1cc(OC)c2c(C)c(CC(=O)N3CCCCC3)c(=O)oc2c1	8%	7.4%
O=C(C1CCCN(S(=O)(=O)c2ccc(Br)s2)C1)N1CCN(c2cccc(Cl)c2)CC1 (stereo not drawn)	4%	4.5%
COc1cccc(NS(=O)(=O)c2ccc3[nH]cc(C(=O)NCCc4ccccc4)c(=O)c3c2)c1	-39%[inhibitor]	-1.1%
COc1ccc(N(C)C(=O)c2cc3c(s2)-c2ccccc2OC3)cc1	-24%	0.8%
COc1cccc(N2CCN(C(=O)Cn3ncc4c3-c3ccccc3OC4)CC2)c1	-1%	0.0%
CCOc1ccccc1Nc1nc2ccccc2c2nncn12	6%	5.3%
COc1ccc(N2CCN(C(=O)c3cn(C4CCCCC4)c(=O)c4c3c3ccccc3n4C)CC2)cc1	0%	0.9%
Cc1ccc(NC(=O)Cn2c(=O)n(CCCCC(=O)NCCc3ccccc3)c(=O)c3ccccc32)cc1	-2%	-1.8%
CCc1cccc(NS(=O)(=O)c2ccc3c(c2)n(C)c(=O)c(=O)n3C)c1	6%	-7.3%
COc1ccc(C2CC(=O)c3cnc4c(-c5ccccc5)c(C)nn4c3C2)c(OC)c1 (stereo not drawn)	-1%	11%
COc1ccccc1Nc1c2c(nc3ccc(NC(=O)/C=C/c4cc(OC)c(OC)c(OC)c4)cc13)CCCC2	-100%[inhibitor]	0.0%
COc1ccc(N(CC(=O)N2CCc3ccccc3C2)S(=O)(=O)c2ccc(C)cc2)cc1Cl	-12%	-1.0%
C=C(C)Cn1c(SCC(=O)Nc2cccc(Cl)c2)nc2sc3c(c2c1=O)CCCC3	-6%	0.3%
COc1ccc(-c2cc(-c3ccccc3)nc(SCC(=O)Nc3ccccc3F)c2C#N)cc1	-9%	?
COc1ccccc1C1C=C(c2ccc(F)cc2)Nc2nc(-c3ccc(Cl)cc3)nn21 (stereo not drawn)	-19%	5.1%
Cc1ccc(CNC(=O)CCCCCn2c(=O)c3sccc3n(CC(=O)N3CCCCC3C)c2=O)cc1 (stereo not drawn)	10%	-1.8%
CC(C)c1ccc(C2c3c(-c4ccccc4O)n[nH]c3C(=O)N2CCc2ccccc2)cc1 (stereo not drawn)	-3%	?
CCOC(=O)c1cccc(NC(=O)C(C)n2c(C)c3cnn(-c4ccccc4)c(=O)c3c2C)c1 (stereo not drawn)	9%	-0.8%
COc1cc2c(=O)c(C(=O)c3ccc(C)c(C)c3)cn(Cc3ccccc3)c2cc1OC	0%	-1.1%
Cc1cc(OCC(=O)Nc2ccc(C(=O)OC3CCCCC3)cc2)cc(C)c1Cl	1%	-0.5%
Cc1cc(NC(=O)C2CCN(S(=O)(=O)c3c(C)noc3C)CC2)ccc1Br	-5%	2.7%
CCC(C)NC(=O)c1ccc2c(c1)N=C(C)c1cc(C)ccc1S2 (stereo not drawn)	7%	3.1%
CCOc1ccccc1-c1nnc(SCc2ccc(Cl)cc2)o1	?	0.0%
COc1cccc(NC(=O)CSc2nc(C)c(Cc3ccccc3)c(=O)[nH]2)c1	-4%	0.8%
Cc1ccc(NC(=O)C(NS(=O)(=O)c2ccc3c(c2)CCC(=O)N3)c2ccccc2)cc1C (stereo not drawn)	8%	1.1%
COCC(=O)Nc1c(C(=O)Nc2ccc(C)cc2)oc2ccccc12	7.9µM*	-3.1%
CC(C)OCCCNC(=O)c1cn(C)c2ccc(S(=O)(=O)N3CCCCCC3)cc2c1=O	?	3.2%
COc1ccc(C2=NC3(CCCCCC3)N(CC(=O)Nc3cccc(Cl)c3)C2=O)cc1	0%	-4.0%
CCc1ccc(C(=O)c2cn(CC(=O)Nc3ccc4c(c3)OCO4)c3ccc(Cl)cc3c2=O)cc1	1%	13%
Cc1n[nH]c(C)c1S(=O)(=O)N1CCCC(C(=O)Nc2ccc(Br)cc2)C1 (stereo not drawn)	-58%[inhibitor]	2.4%
CCc1cccc(C)c1Nc1c(-c2ccc(N(C)C)cc2)nc2ncccn12	26%	3.2%
CC(C)c1ccc(NC(=O)C2CCN(C(=O)c3ccc(F)cc3)CC2)cc1	-9%	-0.7%
CCOC(=O)c1cccc(NC(=O)CCc2nc3cccnc3n2-c2ccccc2)c1	8%	?
CCOc1ccc(S(=O)(=O)N(CC(=O)Nc2cccnc2)c2ccccc2)cc1	-47%[inhibitor]	-3.5%
CCCOc1ccccc1-c1nc(SCC(=O)c2ccccc2)n[nH]1	-9%	0.5%
COc1ccccc1NC(=O)c1c(NC(=O)c2ccccc2F)sc2c1CCC2	-1%	-0.8%
CCOc1cccc(-c2nc3ccccc3c(=O)o2)c1	?	2.4%
O=C(Nc1cccc(C(F)(F)F)c1)c1cc(-c2ccc(Cl)s2)nc2ccccc12	-2%	-0.9%
CCCn1nc(NC(=O)c2cccc(Cl)c2)c2cc3cccc(C)c3nc21	9%	16µM*
O=C(CCC1N=C2c3ccccc3N=C(SCC(=O)Nc3ccccc3F)N2C1=O)NCc1cccs1 (stereo not drawn)	9%	-0.2%
COc1ccc(CNc2nc(-c3ccco3)nn2C(=O)CC(C)C)cc1	13µM*	-1.9%
COc1cccc(Nc2nc(-c3ccccc3)c3cc(C)ccc3n2)c1	-8%	-1.6%
CCOC(=O)C1CCCN(S(=O)(=O)c2cc(Br)cc3c2N(C(C)=O)CC3)C1 (stereo not drawn)	3%	6.1%
O=C(O)c1ccc(NC(=O)c2cc(S(=O)(=O)N3CCCCC3)c(Cl)cc2Cl)cc1	-1%	-1.6%
CCOC(=O)N1CCc2c(sc3c2c(=O)n(Cc2ccccc2)c(=O)n3Cc2cccc(Cl)c2)C1	-9%	4.7%
CC(C)c1ccc(C2Sc3ccccc3NC3=C2C(=O)c2ccccc23)cc1 (stereo not drawn)	-27%	1.9%
CCc1ccc(-n2c(=O)c3c4c(sc3n(CC(=O)N3CCCCC3CC)c2=O)CCC4)cc1 (stereo not drawn)	-11%	0.2%
COc1ccc(CNc2nc(-c3ccc(OC)cc3)cc(C(F)(F)F)n2)cc1	-29%	0.0%
COc1ccc(C(=O)c2cn(CC(=O)Nc3ccc4c(c3)OCCO4)c3ccc(OC)cc3c2=O)cc1	-15%	-2.2%
CCOC(=O)c1c(NC(=O)c2cc(=O)c3c(C)cc(C)cc3o2)sc(C(C)=O)c1C	13%	0.0%
CC(C)c1ccc(NC(=O)c2cn(C3CCCCC3)c(=O)c3c2c2ccccc2n3C)cc1	-8%	0.9%
COCCCNC(=O)Cn1c(=O)n(CCCC(=O)NCc2ccc(C)cc2)c(=O)c2ccccc21	-4%	0.4%
CCOC(=O)c1ccc(NC(=O)c2cc(=O)c3cc(CC)ccc3o2)cc1	17%	19%
CCCCCn1c(CCNC(=O)c2ccc(F)cc2)nc2ccccc21	-28%	-2.2%
Cc1ccc(C(=O)CC2(O)C(=O)N(Cc3ccccc3F)c3ccccc32)cc1 (stereo not drawn)	-9%	-1.1%

The results go on.
SMILES	SMN2 splice enh	Epigenetic derep
Cc1ccc(CNC(=O)C2CCN(S(=O)(=O)c3ccc4nc5c(c(C(=O)O)c4c3)CC(C)CC5)CC2)cc1 (stereo not drawn)	4%	1.4%
Cc1cc(C)n2nc(CNS(=O)(=O)c3cccc(Cl)c3)nc2n1	3%	11%
Cc1cc(C)c2c(CC(=O)Nc3ccc(S(=O)(=O)N4CCCC(C)C4)cc3)coc2c1 (stereo not drawn)	14%	-1.9%
COc1cc(C2c3c(-c4cc(C)ccc4O)n[nH]c3C(=O)N2Cc2cccnc2)cc(OC)c1OC (stereo not drawn)	3%	-1.9%
COc1ccc(C2CC(=O)c3c([nH]c(C(=O)OC4CCCC4)c3C)C2)cc1OC (stereo not drawn)	8%	8.9%
COc1cc(NC(=O)NCC2CCN(Cc3ccccc3Cl)CC2)cc(OC)c1OC	3%	0.6%
Cc1c(C(=O)N(Cc2ccccc2F)C2CCS(=O)(=O)C2)oc2ccccc12 (stereo not drawn)	-11%	-1.0%
COc1cccc(NC(=O)Cn2c(=O)n(Cc3ccccc3)c(=O)c3ccccc32)c1	0%	1.4%
O=C(Nc1nonc1-c1ccc(Cl)cc1)c1ccccc1F	-8%	-4.7%
COc1ccc(NC(=O)CSc2nc(-c3ccc(OC)cc3)[nH]c2-c2ccc(F)cc2)cc1	4%	5.6%
COc1ccc(CNC(=O)C(=O)Nc2ccccc2OC)cc1	2%	-0.8%
Cc1ccc(-c2nnc(Nc3cccc(Cl)c3)c3ccccc23)cc1S(=O)(=O)NCC1CCCO1 (stereo not drawn)	-1%	0.1%
COc1ccc(CNC(=O)CCc2c(C)c3ccc(OC)c(C)c3oc2=O)cc1OC	-1%	-0.8%
Cc1coc2cc3oc(=O)c(CC(=O)NCCc4ccccc4)c(C)c3cc12	3%	-3.1%
Cc1ccc(Cn2c(CN3CCN(c4cccc(Cl)c4)CC3)nc3c2c(=O)n(C)c(=O)n3C)cc1	-8%	-1.7%
CC(C)c1ccc(/C=C(\C#N)c2nc(-c3cc4ccccc4oc3=O)cs2)cc1	3%	-0.8%
CCOc1cc(-c2cc(C(=O)O)c3c(-c4ccccc4)[nH]nc3n2)ccc1O	5%	-0.1%
CCOCCCNC(=O)C(c1ccc(Cl)cc1)N(Cc1cccs1)C(=O)c1ccc(NC(C)=O)cc1 (stereo not drawn)	-18%	1.5%
CSc1nn(CC(=O)Nc2ccc(C)cc2C)c(N)c1S(=O)(=O)c1ccc(Cl)cc1	-2%	0.8%
CCC(=O)N1CCc2cc(S(=O)(=O)NCCC(=O)NCc3ccc(OC)cc3)ccc21	-4%	2.3%
Cc1cc(C)c2c(=O)cc(C(=O)Nc3ccccc3Cl)oc2c1	14%	0.0%
COc1cccc(NC(=O)CCNS(=O)(=O)c2ccc3c(c2)oc(=O)n3C)c1	-7%	-2.4%
CCOC(=O)c1c(-c2ccc(C)cc2)csc1NC(=O)c1ccc(C(C)(C)C)cc1	-1%	3.2%
Cc1cc(NC(=O)Cn2c(=O)nc(-c3ccccc3F)c3cc(Cl)ccc32)ccc1Br	4%	-0.1%

Ordered by value in SMN2 splice enh (descending): some entries from above.
canonical_smiles,SMN2 splice enh
CCOC(=O)c1ccc(NC(=O)c2cc(=O)c3cc(CC)ccc3o2)cc1,17%
Cc1ccc(NC(=O)C(NS(=O)(=O)c2ccc3c(c2)CCC(=O)N3)c2ccccc2)cc1C (stereo not drawn),8%
CCOC(=O)c1c(-c2ccc(C)cc2)csc1NC(=O)c1ccc(C(C)(C)C)cc1,-1%
CCCCCn1c(CCNC(=O)c2ccc(F)cc2)nc2ccccc21,-28%
COc1ccc(CNc2nc(-c3ccc(OC)cc3)cc(C(F)(F)F)n2)cc1,-29%

Additional compounds.
SMILES	SMN2 splice enh	Epigenetic derep
CCc1ccc(NC(=O)CN2C(=O)CC(c3ccccc3)Sc3ccccc32)cc1 (stereo not drawn)	-1%	1.4%
O=C(CCCCn1c(=O)c2ccccc2n(Cc2ccc(F)cc2Cl)c1=O)NCCc1ccc(Cl)cc1	-3%	-0.9%
CCOC(=O)c1ccc(NC(=O)CSc2nc3cc4ccccc4cc3[nH]2)cc1	-5%	-1.0%
CCc1ccc2c(c1)c(=O)c(S(=O)(=O)c1ccc(F)cc1)cn2CC(=O)Nc1ccc(C)cc1C	-1%	?
CC1=C(C(=O)Nc2cc(Cl)ccc2C)C2(CCCCC2)OC1=O	5%	-0.3%
COc1ccccc1CC(=O)Nc1ccc2nc(N3CCC(C)CC3)cc(C)c2c1	-6%	7.9%
CCN(CC)C(=O)Cn1nnc2sc(-c3ccccc3)cc2c1=O	8%	-2.0%
Cc1cc(=O)oc2cc(OCC(=O)Nc3ccc(O)c(C(=O)O)c3)ccc12	1%	-1.3%
Cc1cccc(C)c1NC(=O)Cn1c(=O)n(CCCS(=O)(=O)C2CCCCC2)c(=O)c2ccccc21	3%	3.2%
CCCCc1ccc(-n2nc3cc(C)c(NC(=O)c4ccc(C#N)cc4F)cc3n2)cc1	-5%	-1.1%
COc1ccc2c(c1)CCc1c(C(=O)Nc3c(C)nn(Cc4ccc(Cl)c(Cl)c4)c3C)noc1-2	-15%	-0.9%

Compounds from the list above with bromine:
SMILES	SMN2 splice enh	Epigenetic derep
Cc1cc(N2CCC(C)CC2)nc2ccc(NC(=O)Cc3ccccc3Br)cc12	-6%	?
O=C(C1CCCN(S(=O)(=O)c2ccc(Br)s2)C1)N1CCN(c2cccc(Cl)c2)CC1 (stereo not drawn)	4%	4.5%
Cc1cc(NC(=O)C2CCN(S(=O)(=O)c3c(C)noc3C)CC2)ccc1Br	-5%	2.7%
Cc1n[nH]c(C)c1S(=O)(=O)N1CCCC(C(=O)Nc2ccc(Br)cc2)C1 (stereo not drawn)	-58%[inhibitor]	2.4%
CCOC(=O)C1CCCN(S(=O)(=O)c2cc(Br)cc3c2N(C(C)=O)CC3)C1 (stereo not drawn)	3%	6.1%
Cc1cc(NC(=O)Cn2c(=O)nc(-c3ccccc3F)c3cc(Cl)ccc32)ccc1Br	4%	-0.1%

Bioassay records deposited in PubChem BioAssay by National Center for Advancing Translational Sciences (NCATS).

Not all compounds are listed; rates above refer to the full screens.
